Screening data deposited in PubChem BioAssay by several laboratories.
TRPC4 PAM = allosterically enhances the mouse TRPC4 cation channel | HEK293 TRPC4beta/mu-opioid, DAMGO EC20, Fluo-4 Ca2+ flux; hits give high values | B-score at 10 µM | Q9QUQ5 | actives 0.42% (n = 310,000) | AID 2227;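 active = B-score of calcium response area above 5 SD of library B-scores, with initial fluorescence ratio within 5 SD of library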;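 note: B-score of integrated fluorescence ratio over time as area under calcium response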
MrgX1 antag = human MrgX1 receptor antagonism, primary screen. MRGX1-HEK293 calcium flux, Fluo-4, BAM8-22 antagonism; hits give low values. B-score at 10 µM. actives 1.3% (n = 310,000). AID 588676;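 active = calcium-response B-score plate-corrected more than 3 library SD below zero, starting fluorescence within 5 deviations, no agonist response on first addition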;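 note: peak minus trough fluorescence over baseline after final BAM8-22 challenge near maximal dose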
Target sequence (Q96LB2 whole entry, looked up): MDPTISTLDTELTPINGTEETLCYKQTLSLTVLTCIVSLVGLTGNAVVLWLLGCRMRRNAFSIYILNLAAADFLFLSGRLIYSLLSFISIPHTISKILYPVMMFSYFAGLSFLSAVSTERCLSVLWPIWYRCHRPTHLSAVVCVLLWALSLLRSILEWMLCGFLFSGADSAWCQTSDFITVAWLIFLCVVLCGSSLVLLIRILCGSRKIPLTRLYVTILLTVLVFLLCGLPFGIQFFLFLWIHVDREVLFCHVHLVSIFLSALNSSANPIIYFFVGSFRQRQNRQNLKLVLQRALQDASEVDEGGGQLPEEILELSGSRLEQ
TRPC6 activator = activates the mouse TRPC6 cation channel. Q61143. HEK293-TRPC6 membrane potential dye fluorescence; hits give high values. B-score at 10 µM. actives 0.13% (n = 310,000). AID 2550;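 active = B-score of the integrated fluorescence ratio above library mean plus 3 SD, and starting fluorescence ratio within library mean plus 5 SD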;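 note: higher score means more depolarization so channel activation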
HIF act = HIF pathway transcriptional activation; U2OS HRE-luciferase reporter, luminescence; normalized: DMSO 0%, desferrioxamine 100%; activation, % at 7.5 µM (by protocol); actives 0.32% (n = 300,000);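 active = mean activation of at least 10% of the iron chelator positive control signal, with at least half of replicates also reaching 10%; inconclusive = mean and replicate majority disagree about reaching 10%; inactive = mean and most replicates under 10%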
TRPC4 agonist = activators of mouse TRPC4 channel | Q9QUQ5 | HEK293 TRPC4beta/mu-opioid, Fluo4 calcium fluorescence; hits give high values | B-score at 10 µM | actives 0.49% (n = 310,000);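 active = B-score above 5 SD of library B-scores, and initial fluorescence ratio not above library mean plus 5 SD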;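 note: positive B-score marks a calcium rise read as TRPC4 activation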
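Assay system – TRPC4beta and mu-opioid receptor HEK293 stable cells · Measured by – Fluo4 fluorescence, kinetic · Schedule – dye loading 45 min room temperature, 110 s kinetic read · Read-out – B-scored integrated calcium fluorescence ratio · Controls – buffer and maximal DAMGO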
TRPC4 inh = TRPC4 (mouse) channel inhibition | Q9QUQ5 | HEK293 TRPC4beta/mu-opioid, DAMGO-evoked Fluo4 calcium flux; hits give low values | B-score at 10 µM | actives 0.39% (n = 300,000);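 active = B-score over 3 SD under the library average, no early fluorescence shift, positive overall ratio signal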
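test system = HEK293 cells with stable TRPC4beta plus mu-opioid receptor expression | detection = Fluo4 Ca2+ flux fluorescence | read-out = integrated fluorescence ratio relative to baseline, converted to per-well B score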
TRPC6 inhibitor = blocks the mouse TRPC6 cation channel | Q61143 | HEK293-TRPC6, membrane potential dye, ACh-evoked depolarization; hits give low values | B-score at 10 µM | actives 1.1% (n = 310,000);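 active = B-score under library mean minus 3 SD, initial fluorescence not abnormally high, positive integrated signal ratio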;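 note: B-score derived from integrated fluorescence ratio over the kinetic read; more negative B-score means stronger inhibition of depolarization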
PolyA inh = inhibitors of polyadenylation in S. cerevisiae; S. cerevisiae SKY197-pL101 polyadenylation reporter, beta-gal luminescence; efflux-impaired pdr1/pdr3 knockout yeast; score 100 = 6 SD above DMSO; calls only at 12 µM; actives 0.02% (n = 300,000); AID 1875;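 active = lowest replicate activity score at least 50, where 100 means six control SD above control mean; inconclusive = lowest score under 50 but half or more replicates reach 50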;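 note: yeast exposed to compound for 9 h at 30 °C; higher score means more reporter readthrough which indicates perturbed polyadenylation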
AI-2 QS modul = Vibrio harveyi AI-2 quorum sensing modulation | Vibrio harveyi JMH597 AI-2 luminescence/OD600 ratio, 9 h; hits give low values; strain lacks LuxN and CqsS sensors; 0 = neutral-control median | activity change, % at 7.5 µM | actives 0.4% (n = 300,000); in the data active = activity change below about -75%, passing the limit was not always enough; inconclusive = no clear call, values can overlap the other calls;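 note: luminescence divided by OD600 gain over 9 h not by final OD600 alone; inactives centre near 13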
MrgX1 ag = agonists of human MrgX1 receptor. Q96LB2. MrgX1-HEK293 cells, Fluo-4 calcium fluorescence, agonist mode; hits give high values. B-score at 10 µM. actives 0.44% (n = 310,000);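 active = calcium response B-score plate-corrected fluorescence ratio at least 3 library SD, with starting fluorescence B-score inside 5 SD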
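Test system: Stable human MrgX1 HEK293 cell line | Schedule: Overnight plating before 1 h dye loading | Read-out basis: Baseline-normalised fluorescence change ratio, B-scored | Detection: Kinetic calcium dye fluorescence, Fluo-4 NW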
MrgX1 PAM = allosterically activates human MrgX1 receptor signaling; actives 0.63% (n = 310,000); MrgX1-HEK293, Fluo-4 calcium flux, FDSS; hits give high values; AID 588675; B-score at 10 µM; Q96LB2;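 active = plate-corrected calcium response at least 3 library SD above typical, normal starting fluorescence, not activating the receptor alone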;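 note: compound read alongside a low EC10 to EC30 dose of BAM8-22 agonist; peak minus trough fluorescence over baseline measured at the second addition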
Starred values were filed as active, the others as inactive. The list is partial, so the mix of outcomes need not match the whole.

Screening CN1C[C@@H]2C(c3ccc(Cl)nc3)C3(c4ccccc4)CC2(C3)[C@H]1c1ccccc1 (stereo partly drawn) returned TRPC4 PAM inactive, MrgX1 antag inactive, TRPC6 activator inactive, HIF act 0.3, TRPC4 agonist inactive, TRPC4 inh inactive, TRPC6 inhibitor inactive, PolyA inh inactive, AI-2 QS modul 7, MrgX1 ag inactive and MrgX1 PAM inactive.
`N#CC1=C(N)Oc2cc3ccccc3cc2C1c1cccnc1` (stereo not drawn) gave TRPC4 PAM inactive, MrgX1 antag inactive, TRPC6 activator inactive, HIF act 1.3, TRPC4 agonist inactive, TRPC4 inh inactive, TRPC6 inhibitor inactive, PolyA inh inactive, AI-2 QS modul 16, MrgX1 ag inactive and MrgX1 PAM inactive.
`CCOC(=O)c1[nH]c(C)c(C(=O)NCCC2=CCCCC2)c1C` gave TRPC4 PAM inactive, MrgX1 antag inactive, TRPC6 activator inactive, HIF act 1.2, TRPC4 agonist inactive, TRPC4 inh inactive, TRPC6 inhibitor inactive, PolyA inh inactive, AI-2 QS modul 17, MrgX1 ag inactive and MrgX1 PAM inactive.
`Cn1nc(C(=O)OCC(=O)NC2CCS(=O)(=O)C2)c2ccccc2c1=O` (stereo not drawn) gave TRPC4 PAM inactive, MrgX1 antag inactive, TRPC6 activator inactive, HIF act 0.4, TRPC4 agonist inactive, TRPC4 inh inactive, TRPC6 inhibitor inactive, PolyA inh inactive, AI-2 QS modul 27, MrgX1 ag inactive and MrgX1 PAM inactive.
COC(=O)CCNC(=O)c1ccc2nc(Cc3ccc(OC)cc3)oc2c1 was read as TRPC4 PAM inactive, MrgX1 antag inactive, TRPC6 activator inactive, HIF act 1.7, TRPC4 agonist inactive, TRPC4 inh inactive, TRPC6 inhibitor inactive, PolyA inh inactive, AI-2 QS modul 26, MrgX1 ag inactive and MrgX1 PAM inactive.
`CCOc1ccc(S(=O)(=O)N2CCCC(C(=O)N3CCOCC3)C2)cc1Cl` (stereo not drawn) gave TRPC4 PAM inactive, MrgX1 antag inactive, TRPC6 activator inactive, HIF act -0.1, TRPC4 agonist inactive, TRPC4 inh inactive, TRPC6 inhibitor inactive, PolyA inh inactive, AI-2 QS modul 6, MrgX1 ag inactive and MrgX1 PAM inactive.
Screening O=S(=O)(NCc1ccccc1)c1ccc(S(=O)(=O)N2CCCC2)cc1 returned TRPC4 PAM inactive, MrgX1 antag inactive, TRPC6 activator inactive, HIF act 0.6, TRPC4 agonist inactive, TRPC4 inh inactive, TRPC6 inhibitor inactive, PolyA inh inactive, AI-2 QS modul 6, MrgX1 ag inactive and MrgX1 PAM inactive.
For COc1cc(/C=N/NC(N)=O)ccc1OC(=O)c1ccco1 the results were TRPC4 PAM inactive, MrgX1 antag inactive, TRPC6 activator inactive, HIF act 4.5, TRPC4 agonist inactive, TRPC4 inh inactive, TRPC6 inhibitor inactive, PolyA inh inactive, AI-2 QS modul 9, MrgX1 ag inactive and MrgX1 PAM inactive.
`O=C(Nc1ccc2c(c1)OCCO2)C1CCCN1C(=O)Nc1ccccc1` (stereo not drawn) gave TRPC4 PAM inactive, MrgX1 antag inactive, TRPC6 activator inactive, HIF act -0.2, TRPC4 agonist inactive, TRPC4 inh inactive, TRPC6 inhibitor inactive, PolyA inh inactive, AI-2 QS modul 5, MrgX1 ag inactive and MrgX1 PAM inactive.
`O=C(COC(=O)c1oc2ccccc2c1COc1ccccc1)NCCN1C(=O)CSC1=O` gave TRPC4 PAM inactive, MrgX1 antag inactive, TRPC6 activator inactive, HIF act 1.8, TRPC4 agonist inactive, TRPC4 inh inactive, TRPC6 inhibitor inactive, PolyA inh inactive, AI-2 QS modul 16, MrgX1 ag inactive and MrgX1 PAM inactive.
Screening CC(=O)N1CCc2cc(Br)cc(S(=O)(=O)NCc3ccccn3)c21 returned TRPC4 PAM inactive, MrgX1 antag inactive, TRPC6 activator inactive, HIF act 0.0, TRPC4 agonist inactive, TRPC4 inh inactive, TRPC6 inhibitor inactive, PolyA inh inactive, AI-2 QS modul -3, MrgX1 ag inactive and MrgX1 PAM inactive.
`COCCNC(=S)Nc1ccccc1Cc1ccccc1` gave TRPC4 PAM inactive, MrgX1 antag inactive, TRPC6 activator inactive, HIF act -0.1, TRPC4 agonist inactive, TRPC4 inh inactive, TRPC6 inhibitor inactive, PolyA inh inactive, AI-2 QS modul 7, MrgX1 ag inactive and MrgX1 PAM inactive.
For O=C(Cn1ncn2cccc2c1=O)N1CCCCC1 the results were TRPC4 PAM inactive, MrgX1 antag inactive, TRPC6 activator inactive, HIF act -0.4, TRPC4 agonist inactive, TRPC4 inh inactive, TRPC6 inhibitor inactive, PolyA inh inactive, AI-2 QS modul -3, MrgX1 ag inactive and MrgX1 PAM inactive.
For CCC(=O)N1CCc2cc(S(=O)(=O)Nc3ccccc3C)ccc21 the results were TRPC4 PAM inactive, MrgX1 antag inactive, TRPC6 activator inactive, HIF act -3.2, TRPC4 agonist inactive, TRPC4 inh inactive, TRPC6 inhibitor inactive, PolyA inh inactive, AI-2 QS modul 20, MrgX1 ag inactive and MrgX1 PAM inactive.
`Cc1ccc(Cl)cc1NC(=O)c1ccccn1` gave TRPC4 PAM inactive, MrgX1 antag inactive, TRPC6 activator inactive, HIF act 1.2, TRPC4 agonist inactive, TRPC4 inh inactive, TRPC6 inhibitor inactive, PolyA inh inactive, AI-2 QS modul 5, MrgX1 ag inactive and MrgX1 PAM inactive.
Screening Cc1nn2c(N)c(C#N)cnc2c1-c1ccc(Cl)cc1 returned TRPC4 PAM inactive, MrgX1 antag inactive, TRPC6 activator inactive, HIF act -0.2, TRPC4 agonist inactive, TRPC4 inh inactive, TRPC6 inhibitor inactive, PolyA inh inactive, AI-2 QS modul 16, MrgX1 ag inactive and MrgX1 PAM inactive.
Screening CCC(=O)NC(c1cccs1)c1ccc2cccnc2c1O (stereo not drawn) returned TRPC4 PAM inactive, MrgX1 antag inactive, TRPC6 activator inactive, HIF act 196*, TRPC4 agonist inactive, TRPC4 inh inactive, TRPC6 inhibitor inactive, PolyA inh inactive, AI-2 QS modul inconclusive, MrgX1 ag inactive and MrgX1 PAM inactive.
`O=C(CN1CCN(c2ccccc2)CC1)Nc1ccc(OCc2ccccc2)cc1` gave TRPC4 PAM inactive, MrgX1 antag inactive, TRPC6 activator inactive, HIF act -0.2, TRPC4 agonist inactive, TRPC4 inh inactive, TRPC6 inhibitor inactive, PolyA inh inactive, AI-2 QS modul 29, MrgX1 ag inactive and MrgX1 PAM inactive.
`Cc1ccc(C(=O)NCC2CCCO2)o1` (stereo not drawn) gave TRPC4 PAM inactive, MrgX1 antag inactive, TRPC6 activator inactive, HIF act 0.4, TRPC4 agonist inactive, TRPC4 inh inactive, TRPC6 inhibitor inactive, PolyA inh inactive, AI-2 QS modul 16, MrgX1 ag inactive and MrgX1 PAM inactive.
For COc1cc(NC(=O)c2cc(S(=O)(=O)N3CCc4ccccc43)cn2C)cc(OC)c1OC the results were TRPC4 PAM inactive, MrgX1 antag inactive, TRPC6 activator inactive, HIF act -0.4, TRPC4 agonist inactive, TRPC4 inh inactive, TRPC6 inhibitor inactive, PolyA inh inactive, AI-2 QS modul 17, MrgX1 ag inactive and MrgX1 PAM inactive.
`CCn1nc(C)c(NC(=O)c2cc(Br)ccc2Cl)c1C` gave TRPC4 PAM inactive, MrgX1 antag inactive, TRPC6 activator inactive, HIF act 0.1, TRPC4 agonist inactive, TRPC4 inh inactive, TRPC6 inhibitor inactive, PolyA inh inactive, AI-2 QS modul 6, MrgX1 ag inactive and MrgX1 PAM inactive.
Screening O=C(c1ccc(NS(=O)(=O)c2cccs2)cc1)N1CCCCC1 returned TRPC4 PAM inactive, MrgX1 antag inactive, TRPC6 activator inactive, HIF act 0.9, TRPC4 agonist inactive, TRPC4 inh inactive, TRPC6 inhibitor inactive, PolyA inh inactive, AI-2 QS modul 11, MrgX1 ag inactive and MrgX1 PAM inactive.
`CC(C)(C)C(=O)CSc1ncnc2sc3c(c12)CCC3` gave TRPC4 PAM inactive, MrgX1 antag -9.7*, TRPC6 activator inactive, HIF act 0.6, TRPC4 agonist inactive, TRPC4 inh inactive, TRPC6 inhibitor inactive, PolyA inh inactive, AI-2 QS modul 17, MrgX1 ag inactive and MrgX1 PAM inactive.
`Cc1nn(CC2CC2)c(=O)n1-c1ccc(Cl)cc1` gave TRPC4 PAM inactive, MrgX1 antag inactive, TRPC6 activator inactive, HIF act 0.0, TRPC4 agonist inactive, TRPC4 inh inactive, TRPC6 inhibitor inactive, PolyA inh inactive, AI-2 QS modul 6, MrgX1 ag inactive and MrgX1 PAM inactive.
For CC1=C(C(=O)Nc2ccccn2)C(c2ccccc2Cl)NC(=S)N1 (stereo not drawn) the results were TRPC4 PAM inactive, MrgX1 antag inactive, TRPC6 activator inactive, HIF act 1.2, TRPC4 agonist inactive, TRPC4 inh inactive, TRPC6 inhibitor inactive, PolyA inh inactive, AI-2 QS modul 3, MrgX1 ag inactive and MrgX1 PAM inactive.
Screening CC1CC(C)CN(CCCNC(=O)CCC(=O)N2CCOc3ccccc32)C1 (stereo not drawn) returned TRPC4 PAM inactive, MrgX1 antag inactive, TRPC6 activator inactive, HIF act -0.2, TRPC4 agonist 73*, TRPC4 inh inactive, TRPC6 inhibitor inactive, PolyA inh inactive, AI-2 QS modul 20, MrgX1 ag inactive and MrgX1 PAM inactive.

In the list so far, these contain a cyano group:
`N#CC1=C(N)Oc2cc3ccccc3cc2C1c1cccnc1` (stereo not drawn) gave TRPC4 PAM inactive, MrgX1 antag inactive, TRPC6 activator inactive, HIF act 1.3, TRPC4 agonist inactive, TRPC4 inh inactive, TRPC6 inhibitor inactive, PolyA inh inactive, AI-2 QS modul 16, MrgX1 ag inactive and MrgX1 PAM inactive.
Screening Cc1nn2c(N)c(C#N)cnc2c1-c1ccc(Cl)cc1 returned TRPC4 PAM inactive, MrgX1 antag inactive, TRPC6 activator inactive, HIF act -0.2, TRPC4 agonist inactive, TRPC4 inh inactive, TRPC6 inhibitor inactive, PolyA inh inactive, AI-2 QS modul 16, MrgX1 ag inactive and MrgX1 PAM inactive.
